# Screens: PubChem BioAssay, National Center for Advancing Translational Sciences (NCATS)
# PTHR1 ag: activates the human parathyroid hormone receptor PTHR1. Potency, µM (series often up to 115 µM), for the others: top-dose activation, hits mostly activators. actives 0.075% (n = 410,000). Q03431. HEK293 GP2 PTHR1 cells, GloSensor cAMP luminescence, 1 h; also: potency is read from the fitted curve at half-maximal effect; nearly all actives have a fitted effect of over 55% in size; some results filed as inactive show a strong effect at the top dose; inactives centre near -15; many of its hits are not listed in these tables
#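 HEK-293-derived GP2 cells expressing PTHR1 and a GloSensor cAMP reporter, 3,000/well, plated overnight, given luciferin plus IBMX (each 0.5 mM as added) for 1 h at 37 °C, then compound for 1 h at 37 °C. Luminescence was read after 15 min at room temperature.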
# IL2 activator: IL-2 activation | IL-2 activation reporter assay, cell-based qHTS; stimulated with anti-CD3/CD4/CD28 beads; in transgenic mouse T cells | activation, % (series mostly up to about 46 µM) | actives 0.065% (n = 360,000) | AID 652025; in the data active = activation above about 50%; inconclusive = mostly about 30% to 49%; also: 0% is about no effect
#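 Unstimulated transgenic mouse T cells, 750 per well, received compound and, after 60 minutes, anti-CD3/anti-CD4 bead plus anti-CD28 stimulation. EGFP and DsRed were quantified after 18 hours.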
# EPAC1 ag: activates human EPAC1 exchange factor | AID 720707 | actives 0.073% (n = 360,000) | Potency, µM (series often up to 154 µM), for inactives: at the highest dose activation, actives largely listed as activators | O95398 | EPAC1 agonist qHTS, biochemical assay; response scale: 100% = response to 6.5 mM cAMP; also: potency is read from the fitted curve at half-maximal effect; nearly all actives have a fitted effect of over 60% in size
#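 Normalized to 6.5 mM cAMP, activity reflects EPAC1-catalysed release of BODIPY-GDP from Rap1B, followed kinetically over 30 min at 480 nm excitation, 540 nm emission. Reaction contained 100 nM EPAC1, 250 nM Rap1B-BODIPY-GDP, 50 uM GDP.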
# PI5P4Ka inh: PI5P4K alpha (human) kinase inhibition | PI5P4Kalpha enzyme, ADP-Glo luminescence, 60 min; stronger effect = lower value | max response, % | actives 1.2% (n = 330,000); active = max response of -50% or lower; inconclusive = between -30% and -50%; inactive = -30% or higher; also: value at the top dose of about 77 µM; % is scaled to controls: 0 for no effect and ±100 for the full control effect
#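 Reactions run in 0.038 M HEPES pH 7.4, 0.28 mM EGTA, 0.1% CHAPS and 5% DMSO, with PI5P4Kalpha, substrate, compound and 5 microM ATP final, one hour at room temperature. Readout is ADP-Glo luminescence.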
# PLK1 PBD inh: blocks phosphopeptide binding to human PLK1 polo-box domain; Plk1 PBD binding of FITC phosphopeptide, fluorescence polarization; actives 2.8% (n = 360,000); P53350; Potency, µM, for the others: max response, negative = inhibition, hits mostly inhibitors; AID 720504; also: potency is read from the fitted curve at half-maximal effect; series mostly up to about 57 µM; % is scaled to controls: 0 for no effect and ±100 for the full control effect; nearly all actives have a fitted effect of over 65% in size
# Target sequence (P53350 whole entry, looked up, the tested form may be a part): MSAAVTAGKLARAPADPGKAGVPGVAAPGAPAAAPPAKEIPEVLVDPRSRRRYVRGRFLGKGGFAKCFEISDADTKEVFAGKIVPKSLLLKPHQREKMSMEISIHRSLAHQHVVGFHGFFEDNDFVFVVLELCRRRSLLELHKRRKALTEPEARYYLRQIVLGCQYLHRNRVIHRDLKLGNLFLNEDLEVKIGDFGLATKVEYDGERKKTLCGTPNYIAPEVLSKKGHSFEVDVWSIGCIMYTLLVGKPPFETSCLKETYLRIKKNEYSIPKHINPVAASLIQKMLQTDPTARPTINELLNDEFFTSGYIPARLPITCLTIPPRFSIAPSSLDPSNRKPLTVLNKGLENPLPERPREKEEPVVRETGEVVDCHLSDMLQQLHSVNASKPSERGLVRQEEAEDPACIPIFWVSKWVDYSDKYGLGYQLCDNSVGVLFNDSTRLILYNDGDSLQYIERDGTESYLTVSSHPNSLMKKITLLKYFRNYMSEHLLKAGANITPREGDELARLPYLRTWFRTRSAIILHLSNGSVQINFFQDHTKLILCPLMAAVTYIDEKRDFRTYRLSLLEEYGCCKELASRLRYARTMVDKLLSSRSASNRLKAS
# GLP-1R agonist: agonists of human GLP-1 receptor | P43220 | Potency, µM (top dose mostly 45.6 µM), inactives show at the top dose activation, most hits filed as activators | actives 0.007% (n = 380,000) | HEK293 GLP-1R CRE-luciferase, luminescence, 4-6 h; cells express a hypersensitive GLP-1R form; also: potency is read from the fitted curve at half-maximal effect; % of control where 0% means no effect
# Target sequence (P43220 whole entry, looked up): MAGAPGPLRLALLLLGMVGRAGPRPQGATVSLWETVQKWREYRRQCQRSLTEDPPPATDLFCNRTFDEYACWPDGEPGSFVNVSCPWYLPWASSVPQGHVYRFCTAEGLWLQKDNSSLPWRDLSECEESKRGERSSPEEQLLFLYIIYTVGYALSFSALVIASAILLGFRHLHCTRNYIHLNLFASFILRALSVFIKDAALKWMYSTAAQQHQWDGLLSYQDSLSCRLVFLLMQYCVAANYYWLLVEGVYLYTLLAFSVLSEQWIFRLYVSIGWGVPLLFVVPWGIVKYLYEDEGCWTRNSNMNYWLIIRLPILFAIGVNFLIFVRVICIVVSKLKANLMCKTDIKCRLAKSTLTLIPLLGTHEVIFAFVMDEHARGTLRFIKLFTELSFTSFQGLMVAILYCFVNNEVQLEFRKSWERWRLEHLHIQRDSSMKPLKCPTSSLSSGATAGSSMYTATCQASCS
# GLP1R inv ag: inverse agonists of human GLP-1 receptor | P43220 | AID 624417 | HEK293 GLP-1R CRE-luciferase, luminescence, 24 h; GLP-1R form is constitutively active | actives 1.6% (n = 410,000) | Potency, µM (top dose mostly 38.3 µM), for inactives: at the top dose activity change, negative = inhibition, hits mostly inhibitors; also: potency is read from the fitted curve at half-maximal effect; % is scaled to controls: 0 for no effect and ±100 for the full control effect; nearly all actives have a fitted effect of over 55% in size
#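 Luminescence readout: a drop in cAMP-driven luciferase signal flags inverse agonism at a constitutively active GLP-1R stably expressed in HEK293. Compound exposure lasted 24 hr at 37 deg C, 5% CO2.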
# EPAC1 antagonist: antagonists of human EPAC1. AID 720709. actives 0.14% (n = 360,000). O95398. Potency, µM (doses to about 115 µM), for inactives: at the top dose activity change, negative = inhibition, most hits filed as inhibitors. EPAC1 GEF assay, Rap1b-BODIPY-GDP exchange fluorescence;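 also: potency is read from the fitted curve at half-maximal effect; plate controls were vehicle for no effect and positive control for full effect; nearly all actives have a fitted effect of over 50% in size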
# GLP1R cytotox: cytotoxicity in counter-screen for GLP-1R inverse agonists | HEK293 cAMP-luciferase reporter cells, luminescence, 24 h | Potency, µM (top dose mostly 38.3 µM), without a hit: top-dose activity change, negative = inhibition, actives largely listed as inhibitors | actives 0.13% (n = 410,000);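 also: loss of luciferase light is scored as toxicity; potency is read from the fitted curve at half-maximal effect; % is scaled to controls: 0 for no effect and ±100 for the full control effect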
#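 1536-well qHTS counterscreen of the MLSMR; 200 cells/uL, 12 h pre-incubation, 23 nL cpd, 24 h at 37 deg C 5% CO2, luciferase detection reagent, 12 min RT, luminescence. Inhibition = undesired.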
# * = called active by the depositor; i = inactive; ? = inconclusive; . = no result given; [ ] = remark or other dose. Unless noted, calls follow the shape of the dose curve; as a rule, active = well fitted curve in the direction sought with a large enough effect; inconclusive = small, poorly fitted or top-dose-only effect, or another doubt; inactive = no such curve, though single readings can be large; an effect the other way counts as inactive or inconclusive.
canonical_smiles | PTHR1 ag | IL2 activator | EPAC1 ag | PI5P4Ka inh | PLK1 PBD inh | GLP-1R agonist | GLP1R inv ag | EPAC1 antagonist | GLP1R cytotox
Cc1noc(C)c1S(=O)(=O)N(Cc1ccccc1)C(C)C | -8% | 0.6 | -4% | 1 | 3% | 7% | ? | -3% | 1%
N#Cc1nc(-c2cccs2)oc1NCC1CCCO1 (stereo not given) | i | 1.9 | -9% | . | 2% | -1% | 73%[activator] | 10% | -14%
O=C(O)CCc1ccc(-c2cccs2)n1NC(=O)c1ccc(Cl)cc1Cl | i | -2.7 | 8% | . | -16% | 2% | 0% | -5% | 10%
COc1ccc(C)cc1NCc1ccc([N+](=O)[O-])cc1 | i | -0.1 | 8% | 7 | -1% | 0% | -28% | -23% | 14%
CCOC(=O)c1c(NC(=O)c2cccc([N+](=O)[O-])c2C(=O)O)sc2c1CCCC2 | -1% | 3.8 | 4% | ? | ? | 5% | 19% | -3% | 1%
Cc1ccc(C)c(N2CCN(S(=O)(=O)c3ccc(C4CCCCC4)cc3)CC2)c1 | -19% | . | . | . | . | -2% | -1% | . | -5%
COc1ccc(C)cc1NC(=O)NC(C)c1ccc2c(c1)OCO2 (stereo not given) | i | -4.8 | -6% | 1 | -5% | -7% | ? | -2% | 0%
O=C(NCCN1CCOCC1)c1c(Cl)cccc1Cl | i | -0.7 | -4% | 1 | -2% | -10% | 2% | 10% | -11%
COc1ccc(N(CC(=O)N2CCOCC2)S(=O)(=O)c2ccccc2)cc1Cl | i | -1.9 | 9% | 9 | -15% | 7% | -11% | 11% | -4%
OCCN(Cc1ccccc1)Cc1ccccc1Cl | -3%[57.5 µM] | -1.3 | 6% | . | -1% | 5% | 0% | -10% | 10%
Cc1ccc(-c2cc(C(=O)Nc3cccc(S(=O)(=O)N(C)C)c3)c3ccccc3n2)o1 | i | -1.6 | 5% | -28 | -28% | 5% | -24% | -16% | -2%
COC(=O)C1CC2=C(CCCC2=O)NC1=O (stereo not given) | -16% | 1.4 | 1% | -2 | -3% | -2% | 15% | -11% | 3%
O=C(NC(=S)NCc1ccccc1)c1ccccc1F | -55%[inhibitor] | 1.3 | 12% | 5 | -4% | 23% | ? | -9% | -17%
CCOc1ccccc1NC(=O)C1CCCN(c2c(CC)c(C)nc3ncnn23)C1 (stereo not given) | -15% | -0.4 | 1% | 0 | -9% | 21% | 8% | -1% | 3%
COc1ccc(CCNC(=O)c2c(-c3ccccc3)noc2C)cc1OC | -3%[57.5 µM] | -1.6 | -7% | . | -6% | 1% | 8% | 3% | 16%
CC1CCC2(CC1)NC(=O)N(CC(=O)Nc1cccc(S(=O)(=O)N3CCOCC3)c1)C2=O (stereo not given) | -59%[inhibitor] | -0.4 | 5% | 1 | -16% | -2% | -14% | -15% | 1%
Cc1ccc(C)c(NC(=O)CN(C)C(=O)C2COc3ccccc3O2)c1 (stereo not given) | 5% | 1.6 | -1% | 4 | 1% | -4% | 3% | 0% | 2%
Cc1ccc(S(=O)(=O)Nc2ccc(-c3ccc4nncn4n3)cc2)cc1 | -21% | -4.3 | 4% | -4 | -13% | 36% | 116%[activator] | -12% | 1%
CCc1cc(C(=O)N2CCCc3ccccc32)sc1C | -20% | -3.2 | 3% | 10 | -6% | 22% | ? | -2% | 3%
O=C(Nc1cccnc1)c1ccc(Oc2ccccc2)cc1 | -25%[57.5 µM] | -1.0 | 10% | 0 | -13% | 5% | ? | -15% | -10%
Cc1ccc(C)c(Nc2ncccc2C(=O)NCc2cccs2)c1 | -4% | -0.4 | 9% | 15 | 1% | 13% | ? | -12% | 6%
C#CC(=O)N(c1ccc(OC)c(OC)c1)C(C(=O)NC1CCCC1)c1cccs1 (stereo not given) | -43%[inhibitor] | 0.8 | 2% | -1 | ? | -35%[inhibitor] | ? | -21% | ?
O=C(CCSCCc1ccccn1)Nc1ccc(Br)cc1F | -32%[inhibitor] | 2.8 | -1% | 1 | 3% | 23% | ? | -1% | -12%
CC(=O)OCC(OC(C)=O)C(OC(C)=O)C(OC(C)=O)C(=O)Nc1ccc(C)cc1 (stereo not given) | -23% | 0.0 | 1% | -1 | -10% | 5% | 1% | -9% | 7%
Cc1ccc(C(O)c2ncc(-c3ccc(F)cc3)[nH]2)cc1F (stereo not given) | i | -0.1 | -5% | 3 | 3% | -1% | -23% | -2% | 1%
CCOC(=O)c1c(S(=O)(=O)NCC(=O)Nc2ccccc2OC)c(C)n(C)c1C | i | 0.2 | 5% | 9 | 4% | 0% | 14% | -10% | -8%
O=C(Nc1ccc(S(=O)(=O)Nc2ncccn2)cc1)c1cccc(Br)c1 | -6% | 1.2 | 2% | 6 | -5% | -7% | 8% | -18% | 7%
O=C(Nc1ccccc1Br)c1ccc(N2CCCC2=O)cc1 | -41%[inhibitor] | -4.5 | -4% | -22 | -5% | -5% | -12% | 15% | 4%
O=S(=O)(c1c(F)cccc1F)N1CCN(C(=S)NCc2ccc3c(c2)OCO3)CC1 | -12% | 0.0 | 6% | 4 | ? | 11% | ? | -2% | -6%
C=CCN1C(=O)C(O)(CC(=O)c2c(C)n[nH]c2C)c2cc(Br)ccc21 (stereo not given) | -8%[57.5 µM] | -0.4 | -1% | -7 | -15% | -3% | -9% | 0% | -20%
CCCC(C(=O)Nc1cccc(S(=O)(=O)N2CCCC2)c1)c1ccccc1 (stereo not given) | i | -4.3 | 2% | 4 | 8% | 10% | ? | 1% | -22%
CC(=O)N1CCN(C(=O)C2CCN(S(=O)(=O)c3ccccc3C(F)(F)F)CC2)CC1 | i | 0.1 | 14% | -3 | -1% | 6% | 1% | -6% | -4%
COC(=O)c1ccc(CNC(=O)COC(=O)C23CC4CC(CC(C4)C2)C3)cc1 | i | 0.3 | -7% | 0 | -3% | -1% | 16% | ? | 4%
CC(=O)Nc1ccc2nc(C3CC3)n(Cc3ccc(Cl)cc3)c(=O)c2c1 | -36%[inhibitor] | -0.3 | 0% | -2 | 5% | 9% | 28% | 17% | -4%
CCOC(=O)CN1C(=O)S/C(=C/c2cc(C)n(C)c2C)C1=O | -7%[57.5 µM] | -0.3 | 0% | 4 | -8% | -2% | -4% | -10% | -28%
CC(C)=CCC/C(C)=C/Cc1c(O)ccc(C(=O)/C=C/c2ccc(O)cc2)c1O | -37% | -0.7 | 7% | 10 | 13% | 12% | ? | -18% | -30%
Nc1nc(NC(=O)c2ccc(Cl)cc2)nn1-c1ccccc1 | i | -0.2 | -1% | 0 | 2% | 2% | 5% | -4% | -13%
COc1ccc(CCNC(=O)CN(C2CCCCC2)S(C)(=O)=O)cc1OC | i | 0.1 | -3% | . | -5% | 1% | -3% | 10% | -1%
O=C1c2cc(O)c(O)cc2OC(c2ccc(O)c(O)c2)C1O (stereo not given) | i | -1.5 | -1% | ? | -2% | 1% | 1% | ? | -13%
CCn1nc(C)c(CNC(=O)C2CCC(=O)N(Cc3cccc(F)c3)C2)c1C (stereo not given) | -7% | -3.2 | 5% | 1 | -6% | -1% | 2% | 22% | 9%
CC(N)c1csc(Nc2ccc(C(=O)c3ccccc3)cc2)n1 (stereo not given) | -4% | 1.5 | -1% | 14 | -9% | -6% | ? | -13% | -25%
N#Cc1cccc(NC(=O)Cc2ccccc2)c1 | i | 2.0 | 2% | 5 | -2% | 2% | -8% | -11% | -14%
CCOC(=O)/C(C#N)=C/c1cc2cc(C)c(C)cc2nc1Cl | i | 0.3 | -5% | 0 | -7% | 16% | -2% | -17% | 7%
COc1ccccc1N1CCN(C(=O)Cn2c(=O)oc3cc(S(=O)(=O)N4CCCC4)ccc32)CC1 | 6% | 1.2 | -21% | -4 | 0% | -5% | -6% | -13% | -5%
CC1(C)Cc2nc3sc(C(=O)NCCCO)c(N)c3cc2CS1 | -28% | -0.4 | -1% | 8 | -19% | 12% | 9% | -12% | 2%
CN(C)CCCOc1cccc(Cl)c1 | -8% | -0.1 | -5% | 7 | -11% | -1% | -2% | -23% | 68%
CCOc1ccc(-c2cc(CCCC(=O)NCc3ccc(C)cc3)no2)cc1 | i | -2.8 | 5% | 1 | -3% | 14% | -28% | 3% | -7%
COc1ccc2nc(SCC(=O)Nc3ccccc3OC)[nH]c2c1 | -37%[inhibitor] | -0.7 | 1% | 2 | -2% | 12% | 22% | ? | -4%
CN(C)CCN1C(=O)c2oc3ccc(Cl)cc3c(=O)c2C1c1cccc(Br)c1 (stereo not given) | i | -2.4 | -1% | -1 | -3% | 2% | -3% | 1% | -11%
COc1cccc2[nH]c3c(N4CCC5(CC4)OCCO5)ncnc3c12 | i | 1.2 | -5% | 5 | 1% | 24% | -3% | -11% | -12%
CCCCN(C(=O)/C=C/c1ccco1)c1c(N)n(Cc2ccccc2)c(=O)[nH]c1=O | 0% | 2.0 | -8% | 1 | -5% | 0% | 1% | -17% | -1%
CCOC(CNC(=O)c1cccn2c(=O)c3c(C)c(C)sc3nc12)OCC | -23% | -0.2 | -12% | 3 | -3% | 15% | 15% | -6% | 2%
COC(=O)[C@@H](Cc1ccccc1)NC(=O)[C@H]1CCC(=O)N1C(=O)OCc1ccccc1 | -23% | 0.8 | -7% | 7 | -8% | -1% | 0% | -12% | 1%
CC1CCCCN1C(=O)CSc1nnc(-c2cccnc2)n1C1CCCCC1 (stereo not given) | -4%[57.5 µM] | 3.1 | 5% | . | -9% | -5% | 0% | -7% | -11%
Cc1cc(C)n(C2=NS(=O)(=O)c3ccccc32)n1 | -3%[57.5 µM] | 0.1 | 10% | . | -25% | -12% | 0% | -3% | 5%
Cc1nc2nc(C)c(CCC(=O)O)c(C)n2n1 | i | -0.9 | 4% | . | ? | -7% | 0% | 15% | -20%
C=CCOc1ccc2ccccc2c1/C=N/O | -12%[57.5 µM] | 0.0 | -1% | 10 | -1% | 19% | -5% | -10% | -6%

# A portion of the library (hit frequency here may not be typical).
